# Source: PubChem BioAssay
# FAS-TE inh: FAS thioesterase (human) inhibition; 360,000 compounds, 0.67% hits; inhibition, % at 15 µM; AID 602261; recombinant FAS-TE, OMFH fluorogenic substrate, fluorescence endpoint; P49327;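 active means compounds whose normalised, plate-corrected inhibition of enzyme fluorescence in the single-dose primary screen is 50% or more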;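 further: 0% = DMSO with enzyme and 100% = substrate without enzyme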
# Neddyl block: inhibitors of human cullin neddylation; 360,000 compounds, 0.58% hits; TR-FRET cullin neddylation, biochemical; calls only at 25 µM; P61081+Q13564; in the data active means inhibition above about 36%
# Target sequence (P61081 whole entry, looked up): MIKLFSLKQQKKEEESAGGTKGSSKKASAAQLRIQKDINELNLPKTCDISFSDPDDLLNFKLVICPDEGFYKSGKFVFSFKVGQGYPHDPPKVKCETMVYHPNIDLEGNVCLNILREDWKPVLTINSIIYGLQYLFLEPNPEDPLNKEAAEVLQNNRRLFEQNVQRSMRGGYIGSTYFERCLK
# Target sequence (Q13564 whole entry, looked up): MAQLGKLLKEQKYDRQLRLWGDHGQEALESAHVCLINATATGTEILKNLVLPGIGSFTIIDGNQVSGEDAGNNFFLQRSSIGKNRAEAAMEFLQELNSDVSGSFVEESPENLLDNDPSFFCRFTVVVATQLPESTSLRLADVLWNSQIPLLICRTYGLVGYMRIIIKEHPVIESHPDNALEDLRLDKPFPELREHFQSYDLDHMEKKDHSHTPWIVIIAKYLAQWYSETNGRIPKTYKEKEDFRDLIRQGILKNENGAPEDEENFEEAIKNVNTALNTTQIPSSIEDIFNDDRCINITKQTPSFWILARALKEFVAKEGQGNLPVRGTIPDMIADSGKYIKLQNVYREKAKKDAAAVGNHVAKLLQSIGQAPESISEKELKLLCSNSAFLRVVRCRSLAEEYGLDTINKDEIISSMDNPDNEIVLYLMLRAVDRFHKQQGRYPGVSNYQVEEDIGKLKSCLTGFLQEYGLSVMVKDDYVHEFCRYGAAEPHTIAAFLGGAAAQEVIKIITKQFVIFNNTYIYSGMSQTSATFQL
# MLLE-PAM2 inh: inhibitors of microRNA-mediated deadenylation, human PABP1 MLLE binding | P11940 | GST-MLLE / FITC-PAM2 fluorescence polarization | inhibition, % at 20 µM | 360,000 compounds, 0.36% hits; in the data active means inhibition above about 35%, passing the limit was not always enough;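 further: plate controls were DMSO wells with GST-MLLE for no effect and wells lacking GST-MLLE protein for full effect; some results filed as inactive read as strong as hits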
# NadD inh: inhibitors of Staphylococcus aureus NadD | AID 602399 | purified NadD enzyme, colorimetric absorbance read-out | inhibition, % at 20 µM | 360,000 compounds, 0.78% hits; in the data active means inhibition above about 26%; further: some compounds past the cut are filed as inactive
# Rin1-Abl PPI inh: inhibitors of human Rin1-Abl protein interaction | TR-FRET Rin1/Abl binding, biochemical | inhibition, % at 7.35 µM | 360,000 compounds, 0.4% hits | AID 588664; in the data active means inhibition above about 5%, passing the limit was not always enough
# CSN deneddyl inh: blocks human CSN-mediated cullin deneddylation; Q92905; Purified CSN, SCF-Nedd8-OG deneddylation, fluorescence polarization; inhibition, % at 12.5 µM; 360,000 compounds, 0.38% hits; AID 651999;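 active means pattern-corrected inhibition above about 35%, with an unprinted fluorescence ratio check between 0.5 and 1.5, limit read from the data, passing the limit was not always enough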;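 further: 0% = enzyme with substrate and 100% = substrate without enzyme; some results filed as inactive read as strong as hits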
#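 Material: purified human Csn5 enzyme expressed in HEK293T cells / Medium: Tris buffer pH 7.5, NaCl, DTT, Tween-20, trehalose, ovalbumin / Compound dosing: 12.5 µM single point / Schedule: 90 min incubation of compound, enzyme and substrate at room temperature / Signal: fluorescence polarization of the substrate / Control set: no-enzyme wells high, enzyme-with-substrate wells low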
# SKN-1 block: C. elegans SKN-1 inhibition | 360,000 compounds, 0.49% hits | C. elegans VP596 Pgst-4::GFP/RFP ratio, acrylamide-induced, 24 h | AID 624304 | inhibition, % at 21.8 µM;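 active means interference check ratio from 0.5 to 1.5 plus GFP to RFP signal ratio inhibition reaching or exceeding a fixed threshold, cut at about 30% in these data, passing the limit was not always enough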; further: some compounds called inactive have numbers as strong as hits
# MT1-MMP act inh: MT1-MMP (human) activation inhibition. P50281. HT1080 RFP-PRO-GFP cells, GFP/RFP ratio fluorescence, overnight; percent of plate control window, DMSO zero. GFP/RFP ratio change, % at 20 µM. 360,000 compounds, 0.061% hits;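 active means GFP/RFP ratio change of at least 30% with cell ATP level not reduced by more than half and red fluorescence within 50% of control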; further: strong numbers were not always called active
#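 Test system: HT1080 RFP-PRO-GFP cells; Benchmarks: DMSO and RFP-L50D-GFP cell wells; Timing: cells overnight before dosing, compound overnight, 37 °C, 5% CO2; Compound: one 20 µM compound dose with 1% DMSO; Read-out: GFP/RFP fluorescence ratio.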
# Rpn11 block: Rpn11 (human) deubiquitinase inhibition. O00487. calls only at 20 µM. human 26S proteasome, Ub4-pepOG fluorescence polarization; 20S core pre-blocked with epoxomicin. AID 588493. 360,000 compounds, 0.59% hits;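 active means inhibition at 20 µM, scaled to each plate's controls, above about 33%, limit read from the data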
# Target sequence (O00487 whole entry, looked up): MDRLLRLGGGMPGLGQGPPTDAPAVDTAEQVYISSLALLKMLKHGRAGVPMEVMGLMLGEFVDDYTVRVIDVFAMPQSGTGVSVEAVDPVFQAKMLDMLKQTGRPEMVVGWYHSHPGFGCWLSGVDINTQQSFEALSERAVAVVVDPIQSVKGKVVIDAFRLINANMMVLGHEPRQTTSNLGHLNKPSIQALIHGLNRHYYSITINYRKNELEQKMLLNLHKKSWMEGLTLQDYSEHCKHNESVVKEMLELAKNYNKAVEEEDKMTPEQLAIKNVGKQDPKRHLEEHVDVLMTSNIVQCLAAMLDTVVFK
# * = called active by the depositor; i = inactive; / = no result given; + = active, no number.
No.	Compound	Rpn11 block	MLLE-PAM2 inh	MT1-MMP act inh	Rin1-Abl PPI inh	FAS-TE inh	CSN deneddyl inh	SKN-1 block	Neddyl block	NadD inh
1	CC1(C(=O)OCC(=O)Nc2nc(-c3ccc(F)c(F)c3)cs2)CC1(Cl)Cl (stereo not given)	i	6	1	-2	34	-1	7	i	-6
2	CCOC(=O)c1cc(-c2ccccc2)n(CCC(=O)N2CCN(c3ccccc3OC)CC2)c1C	i	14	-6	1	23	0	1	i	-2
3	CC(C)OC(=O)CSc1nnc(-c2ccccc2)n1N	i	-3	0	-3	-6	-1	9	i	8
4	COc1cc(/C=N/NC(=O)c2cnn3c(C)cc(-c4ccccc4)nc23)ccc1O	i	-2	-7	-3	3	-1	3	i	-3
5	O=C(CCc1nc2ccccc2c(=O)[nH]1)Nc1ccc(F)cc1	i	1	1	4	-14	4	6	i	-7
6	COc1ccc(/C=N/NC(=O)CNC(=O)c2ccncc2)cc1	i	-6	0	0	-6	2	6	i	2
7	CC(C)Cc1nnc(NC(=O)CCC(=O)N2CC(C)CC(C)C2)s1 (stereo not given)	i	6	0	0	-5	5	10	i	-2
8	CC(C)(C)/C(O)=C/c1nc2ccccc2oc1=O	i	9	1	-1	-6	-7	0	i	0
9	CC(=O)Nc1cccc(Oc2nc(NCC3CC3)nc3ccsc23)c1	i	0	-3	0	2	0	9	i	-7
10	O=Cc1ccc([B-](F)(F)F)s1	i	1	-3	-4	-9	0	5	i	3
11	CC(C)C(=O)NNC(=O)CN1CCN(c2nc(-c3ccccc3)cs2)CC1	i	22	2	3	-4	4	0	i	1
12	O=C(O)c1cccc(S(=O)(=O)N(Cc2ccccc2)c2cccc(C(F)(F)F)c2)c1	i	9	-6	1	2	2	-4	i	-2
13	CCC(=O)Nc1nc(-c2ccc3c(c2)CC(C)N3S(C)(=O)=O)cs1 (stereo not given)	i	12	2	1	8	2	-1	i	-6
14	CN1C(=O)CC(C(=O)O)SC1=Nc1cccc(C(F)(F)F)c1 (stereo not given)	i	14	3	2	-7	0	-2	i	9
15	Cc1nc(N2CCCCCC2)c2ccccc2n1	i	-3	4	-1	-6	3	14	i	-11
16	O=S1(=O)CC(O)C(N2CCCCC2)C1 (stereo not given)	i	-6	1	-2	-12	0	-9	i	3
17	COc1ccccc1C(=O)NC(=O)COC(=O)c1cnccn1	i	1	-3	-4	-7	4	5	i	-4
18	Cc1ccc(NC(=O)C2CC(=O)N/C(=N/NC(=O)c3ccc(C)cc3)S2)cc1 (stereo not given)	i	22	2	1	-4	0	5	i	17
19	CNC(=S)SCCOc1ccccc1	i	36*	2	-3	0	3	5	i	-5
20	CC(=O)c1cccc(NC(=O)CSc2ccc(-c3cccnc3)nn2)c1	i	6	2	1	-5	-2	21	i	0
21	CCC(C)(C)NC(=O)CN(Cc1ccccc1)C(=O)CCC(=O)Nc1nccs1	i	4	-4	-1	-3	1	6	i	-2
22	COc1cccc(-c2cc(C(F)(F)F)nc(N3CCOCC3)n2)c1	i	2	6	3	7	4	-2	i	-7
23	CC(=O)c1ccc(OCC(O)CN2CCOCC2)cc1 (stereo not given)	i	9	2	-2	-6	-4	14	i	3
24	O=C(NCc1ccccc1F)C1CCCN1C(=O)Nc1ccc(Cl)cc1 (stereo not given)	i	-3	5	-2	-5	2	0	i	-4
25	CC(C)C(NC(=O)c1ccccc1F)C(=O)Nc1nccs1 (stereo not given)	i	2	0	0	-6	-2	1	i	-9
26	Cc1ccc(-c2nc(SCC(=O)c3c(N)n(C4CC4)c(=O)[nH]c3=O)n[nH]2)cc1	i	-105	-3	2	-1	1	-14	i	9
27	CCOc1ccc(NC(=O)CSc2nnc(Cn3c(=O)sc4ccccc43)n2C)cc1	i	-22	4	-2	0	-1	6	i	1
28	Cc1ccccc1C(=O)Nc1cc(C(F)(F)F)ccc1-n1cncn1	i	-22	-4	3	0	3	-12	i	-2
29	CCCc1cc(N2CCCC(C(=O)Nc3ccc(OC)cc3OC)C2)n2ncnc2n1 (stereo not given)	i	9	2	-2	-2	-3	9	i	-2
30	O=C(NCCCn1ccnc1)c1ccc(S(=O)(=O)N2CCOCC2)cc1	i	3	7	-4	-2	-9	-3	i	-3
31	COc1ccc(CNCc2cc(OC)ccc2OC)cc1	i	4	0	2	-4	1	-1	i	2
32	COc1ncnc2c1ncn2CCCN1CCN(Cc2cccc3ccccc23)CC1	i	-11	5	-3	-7	-1	3	i	1
33	CCC(C)C(NC(=O)C1CCC(C)CC1)C(=O)NC(CCSC)C(=O)OC (stereo not given)	i	-5	-1	2	1	0	13	i	-2
34	CC(C)C(O)P(=O)(OCc1ccccc1)c1ccc(N(C)C)cc1 (stereo not given)	i	-5	4	-1	-2	3	-8	i	0
35	COc1ccc(/C=C/C(=O)OCC(=O)Nc2cc(C(N)=O)cc(C(N)=O)c2)cc1	i	-31	1	-2	-4	-1	0	i	-2
36	CN(C)CCN(Cc1cc2cc3c(cc2[nH]c1=O)OCO3)C(=S)NCc1ccco1	i	-26	6	1	-1	6	6	+	-1
37	COCCNc1cnn(-c2ccccc2)c(=O)c1Cl	i	2	0	0	-2	-1	8	i	6
38	COc1ccc(CC(=O)N/N=C(\C)c2cccc(NC(=O)C3CC3)c2)cc1	i	-2	5	0	-4	1	-3	i	0
39	CCn1c(Cc2cccs2)nnc1SCC(=O)Nc1ccc(OC)c(OC)c1	i	-4	5	3	-4	9	2	i	0
40	COc1cc(C(C)=O)ccc1OCC(O)CN1CCN(c2cc(C)cc(C)c2)CC1 (stereo not given)	i	-7	-1	0	5	-2	-13	i	-2
41	CCN(CCC#N)c1ccc(N2C(=O)CCCC2=O)cc1[N+](=O)[O-]	i	15	-1	-4	-1	-1	-2	i	0
42	Cc1nn(Cc2cccc3ccccc23)c(C)c1NC(=O)c1cccnc1	i	13	2	1	-10	-3	-10	i	-2
43	CCOC(=O)C1CCN(C(=O)CC2(CC(=O)O)CCCC2)CC1	i	-12	3	1	-3	3	-2	i	-6
44	O=C(Nc1ccc(N2CCOCC2)cc1)C1CCCN(S(=O)(=O)c2cccc(C(F)(F)F)c2)C1 (stereo not given)	i	-3	2	-1	-8	-1	23	i	-1
45	COc1ccc(Br)cc1CNCCSc1nnnn1C	i	-9	-5	-4	-7	-4	3	i	10
46	COc1ccc(-c2csc(C(O)c3cccc(OC)c3)n2)cc1 (stereo not given)	i	-5	-6	-3	6	-4	15	i	1
47	Nc1cc(C(=O)N2CCN(c3ccc([N+](=O)[O-])cc3)CC2)ccc1N1CC2CC(C1)c1cccc(=O)n1C2 (stereo not given)	i	-6	-1	3	4	-3	4	i	9
48	O=C(CC1NCCc2ccccc21)Nc1ccccc1Cl (stereo not given)	i	2	-6	1	-2	-13	-6	i	-6
49	CC(C)OCP(=O)(c1ccccc1)c1ccccc1	i	3	3	2	-8	5	22	i	5
50	COc1ccc(/C=C/C(=O)c2ccc3c(c2)OCCO3)cc1[N+](=O)[O-]	i	6	-2	6	-2	18	1	i	-9

# New compounds follow
No.	Compound	Rpn11 block	MLLE-PAM2 inh	MT1-MMP act inh	Rin1-Abl PPI inh	FAS-TE inh	CSN deneddyl inh	SKN-1 block	Neddyl block	NadD inh
51	COC(=O)c1cc(NC2c3ccccc3C(=O)N2Cc2ccco2)cc(C(=O)OC)c1 (stereo not given)	i	9	3	-1	-8	0	-9	i	-7
52	CN1CCN(C(=O)c2cc(Cl)ccc2NC(=O)c2ccc(Cl)cc2Cl)CC1	i	0	-3	0	7	-2	9	i	-5
53	CCOc1cccc(C(=O)Nc2ccc(NC(=O)c3ccccc3)c(C)c2)c1	i	-4	1	3	7	-6	6	i	-4
54	COc1cc2c(cc1OCc1ccccc1)/C(=C/C(=O)OCc1ccccc1)OC2	/	/	-3	/	/	0	2	i	/
55	Cc1ccc(C)c(-c2cc(C(=O)NNC(=S)NCC(C)C)c3ccccc3n2)c1	i	0	1	2	2	4	0	i	0
56	Oc1ccc(Cl)cc1C1=NCCNC(C(F)(F)C(F)F)=C1	i	10	-5	-4	-2	2	7	i	13
57	COc1cccc(CNC(=O)C2CCCN(c3cnccn3)C2)c1 (stereo not given)	i	13	2	-4	0	2	7	i	5
58	CN1CCN(c2nc3c(c(=O)n(C)c(=O)n3C)n2Cc2ccc(F)cc2)CC1	i	-3	-3	0	-4	-2	16	i	-5
59	CCOC(=O)C1C(C(=O)OC)=C(C2=CCCCC2)c2ccccc2N1S(=O)(=O)C(F)(F)F (stereo not given)	i	8	1	0	10	-1	29	i	0
60	O=C(NCC(c1ccco1)N1CCCCC1)c1ccc(S(=O)(=O)Nc2ccccc2)cc1 (stereo not given)	i	-1	-2	-1	-2	-2	-1	i	-1

# The last 4 records of the section above lead into the next.
No.	Compound	Rpn11 block	MLLE-PAM2 inh	MT1-MMP act inh	Rin1-Abl PPI inh	FAS-TE inh	CSN deneddyl inh	SKN-1 block	Neddyl block	NadD inh
57	COc1cccc(CNC(=O)C2CCCN(c3cnccn3)C2)c1 (stereo not given)	i	13	2	-4	0	2	7	i	5
58	CN1CCN(c2nc3c(c(=O)n(C)c(=O)n3C)n2Cc2ccc(F)cc2)CC1	i	-3	-3	0	-4	-2	16	i	-5
59	CCOC(=O)C1C(C(=O)OC)=C(C2=CCCCC2)c2ccccc2N1S(=O)(=O)C(F)(F)F (stereo not given)	i	8	1	0	10	-1	29	i	0
60	O=C(NCC(c1ccco1)N1CCCCC1)c1ccc(S(=O)(=O)Nc2ccccc2)cc1 (stereo not given)	i	-1	-2	-1	-2	-2	-1	i	-1
61	Cc1ccc(/C=N/NC(=S)Nc2cccc(S(=O)(=O)N(C)C)c2)o1	i	25	3	-1	1	-2	3	i	-5
62	COC(=O)CCCC1=CC2=C(c3ccccc3)C(=O)C(C)(OC(=O)C3CCCC3)C(=O)C2=CN1C(CO)CO (stereo not given)	i	28	7	1	0	-1	9	i	1
63	CN(C)S(=O)(=O)c1cccc(NC(=O)c2cc3c(cc2Cl)N2CCCCCC2=NS3(=O)=O)c1	i	0	2	1	7	5	-5	i	1
64	COc1cc(/C=N/NC(=O)Nc2cccc3nsnc23)cc(OC)c1OC	i	0	-8	0	5	12	4	/	-13
65	C=CC[C@@H](CC(=O)N[C@H](CO)Cc1ccccc1)C(=O)N[C@H](COC(=O)[C@@H](CC=C)Cc1ccc(F)cc1)C(C)(C)C	i	-2	-5	4	8	-6	-7	i	-4
66	CC(=O)Nc1ccc(SCCN2CC[C@@H](C)CCC2=O)cc1	i	34	3	0	-11	1	2	i	-1
67	COc1ccc(C(C)(C)C)cc1NC(=O)c1cc(S(=O)(=O)N(C)C)ccc1N1CCCC1	i	4	-4	0	68*	12	-8	i	8
68	Cc1ccc(F)cc1-c1nc(NC(C)C)nc2cc(-c3ccccc3)sc12	i	-4	-8	-8	9	1	11	i	10
69	CC(=O)c1c(O)c2ccccc2n(C)c1=O	i	-2	-4	-2	-3	14	9	i	4
70	O=S(=O)(NCCSc1nnnn1-c1ccccc1)c1cccs1	i	-1	0	0	-5	2	-10	i	4
71	O=C(CCS(=O)(=O)c1ccc2c(c1)NC(=O)CO2)NCCc1ccccc1	i	-9	0	-5	-2	-5	19	i	5
72	Cc1cc(OCC(=O)Nc2cnn(CCCC(=O)O)c2)ccc1[N+](=O)[O-]	i	-4	3	-2	4	-19	8	i	3
73	COc1ccc(NC(=O)COc2ccc(/C=N/O)cc2OC)cc1	i	0	-3	-7	-2	-6	17	i	0
